# PGC1a acetyl inh – modulators of PGC1a acetylation. U2OS PGC1a acetylation, AlphaScreen anti-acetyl-lysine; with virally co-expressed GCN5 acetyltransferase. AID 651687. inhibition, % at 15.6 µM. 0.17% of 350,000 active;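 active = every replicate shows inhibition of at least 40%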;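 note: 0% = neutral control wells and 100% = positive control wells; some results beyond the cut were filed as inactive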
# Cneo AK release – Cryptococcus neoformans lysis via adenylate kinase release; lysis activity, % at 15 µM; C. neoformans lysis, adenylate kinase release luminescence, 4 h; normalised: neutral wells 0, clomiphene wells 100; 0.2% of 360,000 active;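 active = mean lysis activity across replicates of at least 80%, whatever share of replicates individually reach that level; inactive = mean lysis activity below 80%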
#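 Material – log-phase Cryptococcus neoformans yeast cells · Input – 5 × 10^6 yeast cells/mL · Medium – fresh YPD growth medium · Doses – single compound concentration per well · Timing – static 4 h at 37 °C with compound, 1 h detection · Detection – adenylate kinase release luminescence · Read-out – signal increase indicating cell lysis · Control set – Clomiphene as positive lysis control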
# ERAP1 inh – inhibitors of human ERAP1 aminopeptidase; 0.15% of 340,000 active; inhibition, % at 10.7 µM; AID 652197; Q9NZ08; recombinant ERAP1, Leu-AMC fluorescence, 60 min;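 active = mean replicate inhibition of at least 30%, or all replicates individually reaching that 30% level; inactive = mean below 30% and not every replicate reaching it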;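 note: 0% = neutral control wells and 100% = L-leucinethiol positive control wells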
# PglD inh – inhibitors of Campylobacter jejuni PglD acetyltransferase. purified PglD enzyme, DTNB colorimetric CoA detection. inhibition, % at 12.5 µM. 0.098% of 360,000 active. AID 602405; in the data active = inhibition above about 16%, passing the limit was not always enough; note: strong numbers were not always called active
# RAD54 inh – inhibitors of human RAD54 branch migration | Q92698 | RAD54 Holliday junction branch migration, FAM/BHQ fluorescence | 0.14% of 360,000 active | inhibition, % at 10.4 µM;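 active = mean normalized replicate activity at least 40 and at least half of replicates scoring 40 or more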;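 note: 0% = median of neutral control wells and 100% = median of positive control wells; inhibitors cause a drop in the FAM fluorescence signal; in these data hits start at about 50%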
# E-sel inducer – E-selectin induction on HUVECs | AID 686992 | 0.37% of 260,000 active | activation, % at 7.58 µM | HUVEC E-selectin immunofluorescence imaging; normalized: neutral wells 0, TNF-alpha wells 100;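 active = mean E-selectin-positive cell signal at least 10% of the positive control, reached in at least 60% of replicates, without over 20% cell loss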;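 note: in these data hits start at about 27%; measured in HUVEC primary endothelial cells; signal is the percent of cells scored E-selectin positive by PE staining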
# Target sequence (P16581 whole entry, looked up): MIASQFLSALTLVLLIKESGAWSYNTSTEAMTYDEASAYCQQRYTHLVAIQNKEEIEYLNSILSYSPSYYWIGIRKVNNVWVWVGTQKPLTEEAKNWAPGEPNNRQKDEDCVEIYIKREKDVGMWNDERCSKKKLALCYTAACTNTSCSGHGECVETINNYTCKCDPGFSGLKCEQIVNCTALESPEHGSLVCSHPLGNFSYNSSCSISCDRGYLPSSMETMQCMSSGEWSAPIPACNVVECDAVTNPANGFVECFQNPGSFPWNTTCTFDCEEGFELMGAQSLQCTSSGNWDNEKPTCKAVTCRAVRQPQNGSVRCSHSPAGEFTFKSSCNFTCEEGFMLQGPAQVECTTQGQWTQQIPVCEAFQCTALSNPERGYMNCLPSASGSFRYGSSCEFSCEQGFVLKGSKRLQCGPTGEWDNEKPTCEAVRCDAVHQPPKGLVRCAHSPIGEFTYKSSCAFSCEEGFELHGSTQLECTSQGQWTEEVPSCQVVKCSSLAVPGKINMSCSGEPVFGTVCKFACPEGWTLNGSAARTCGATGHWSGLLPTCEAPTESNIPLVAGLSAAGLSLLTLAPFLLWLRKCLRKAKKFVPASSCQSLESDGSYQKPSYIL
#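 Test system – human umbilical vein endothelial cells (HUVEC), E-selectin induction · Input – 3,000 HUVEC seeded per well · Buffer or medium – EGM-2, gelatin · Compound dosing – single-point compound dose · Detection – immunofluorescence imaging · Measure – percent E-selectin-positive cells · Controls – TNF-alpha high, DMSO low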
# miR-122 sensor – miR-122 inhibition in Huh7 cells. AID 602342. activation (reporter increase), % at 12.5 µM. 0.3% of 340,000 active. Huh7 miR-122 Renilla luciferase sensor, 48 h; neutral wells = 0, positive control = 100;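 active = mean replicate activation score at least 90 and every replicate individually at or above 90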;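 note: higher luciferase means less miR-122 activity so hits act as miR-122 inhibitors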
# RAD52 anneal inh – blocks human RAD52 DNA annealing; P43351; recombinant RAD52 DNA annealing, FRET fluorescence; inhibition, % at 18.7 µM; 0.46% of 360,000 active; AID 651710;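 active = every replicate showing at least 50% inhibition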
# Target sequence (P43351 whole entry, looked up): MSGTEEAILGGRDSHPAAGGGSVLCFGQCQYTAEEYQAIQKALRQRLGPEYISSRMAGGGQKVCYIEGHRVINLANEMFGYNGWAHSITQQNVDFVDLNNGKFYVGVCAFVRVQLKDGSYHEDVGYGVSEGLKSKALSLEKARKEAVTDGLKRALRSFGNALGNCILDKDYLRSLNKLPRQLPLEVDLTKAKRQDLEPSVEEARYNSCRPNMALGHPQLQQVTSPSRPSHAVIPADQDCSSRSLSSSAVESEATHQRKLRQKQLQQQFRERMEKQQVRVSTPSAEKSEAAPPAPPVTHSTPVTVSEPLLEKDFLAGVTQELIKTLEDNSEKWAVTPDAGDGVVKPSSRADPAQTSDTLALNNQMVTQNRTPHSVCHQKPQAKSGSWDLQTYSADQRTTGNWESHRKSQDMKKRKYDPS
# * hit, by the source's call; x = no result given; [ ] = another dose, or the depositor's remark. Compounds were not picked by outcome; any-hit rate near 1.4%.
SMILES,PGC1a acetyl inh,Cneo AK release,ERAP1 inh,PglD inh,RAD54 inh,E-sel inducer,miR-122 sensor,RAD52 anneal inh
C[C@@H]1CCCCO[C@H](CN(C)Cc2ccncc2)[C@H](C)CN([C@@H](C)CO)C(=O)c2cc(NC(=O)CCCN(C)C)ccc2O1,6,7,-3,0,5,-0.1,-2[16.7 µM],-15
C[C@H]1CN([C@@H](C)CO)C(=O)Cc2cc(NS(=O)(=O)c3cn(C)cn3)ccc2O[C@@H]1CN(C)Cc1ccc(Cl)c(Cl)c1,6,-3,0,6,-43,x,-3[16.7 µM],4
COc1ccc(-c2nn(CCC#N)cc2C(=O)Nc2cccc(C(=O)O)c2)cc1OC,1,0,-3,-3,4,x,-6,-9
O=C(C[C@@H]1CC[C@H]2[C@@H](COC[C@@H](O)CN2S(=O)(=O)c2ccc(Cl)cc2)O1)N[C@@H]1CCN(Cc2ccccc2)C1,-5,-1,-1,1,2,0.1,-7[16.7 µM],24
C[C@H](CO)N1C[C@H](C)[C@@H](CN(C)C(=O)c2cccnc2)Oc2ncc(/C=C/c3ccccc3)cc2C1=O,-9,-3,1,6,3,0.1,0[16.7 µM],-9
Cc1ccc(/C=N/N2CCN(c3ccc(Cl)cc3)CC2)o1,-8,1,x,2,2,x,1,x
CCOC(=O)c1sc(NC(=O)CSc2nnc(C(C)C)n2C)nc1C,9,-1,x,-3,-21,x,-20,x
COc1ccc2c3c([nH]c2c1)[C@@H](CO)N(S(=O)(=O)c1cn(C)cn1)CC31CCN(CC2CCCCC2)CC1,-13,x,-6,x,x,-0.1,x,-6
CN(C)C(=O)[C@]1(Cc2ccccc2)N=C(c2ccc(OCCCO)cc2)O[C@@H]1c1ccccc1,-35,42,-1,10,-13,x,x,4
COc1cccc(C(=O)Nc2ccc(S(=O)(=O)Nc3onc(C)c3C)cc2)c1,-4,-1,x,-2,-15,x,-4,x
CC(C)C(OC(=O)CN1C(=O)c2ccccc2C1=O)C(=O)NC1CCCC1 (stereo not drawn),8,1,0,-2,-4,x,-1,-6
COC1=C(Nc2ccccc2OC)C(=O)c2ccccc2C1=O,12,-1,6,4,-3,0.8,-6,-9
Cc1ccccc1-n1c(SCc2c(C)noc2C)nnc1-c1c[nH]c2ccccc12,-5,-2,x,-5,-9,x,-7,x
COc1cccc(-c2nc3n(n2)C(c2ccc4c(c2)OCO4)C(C(N)=O)=C(C)N3)c1 (stereo not drawn),x,0,x,-2,-4,x,-22,x
CN1CC(=O)N(CC(=O)NCCc2ccc(F)cc2)c2ccccc2C1=O,-4,1,x,8,4,x,-5,x
CC(C)Oc1ccc(S(=O)(=O)N2CCOCC2)cc1NC(=O)C1CCCC1,-6,-2,-3,1,-1,-0.7,x,-21
NNC(=O)c1cccnc1Oc1ccccc1,-17,0,x,4,-3,-0.2,1,-19
CCOC1=C2[C@@H](CN(S(=O)(=O)c3ccccc3C)[C@H]2c2ccc(Cl)cc2)[C@H]2C(=O)NC(=O)[C@H]2C1,-9,10,0,4,0,0.9,-3,-4
Oc1ccc(Br)cc1-c1nc2cnccn2c1NC1CCCCC1,0,6,1,5,1,x,-7,-55
Cc1c(C(=O)NCc2ccccc2)cnn1-c1ccccc1,-38,0,x,-2,-9,x,-2,x
COCCOC(=O)c1[nH]c2c(c1C)C(=O)CC(c1ccc(OC)cc1)C2 (stereo not drawn),4,-1,-2,2,-4,0.4,4,-7
CCc1cc(CNC(=O)c2ccc(OC)c(OC3CCN(C(C)C)CC3)c2)on1,-1,-1,-8,-2,3,0.3,1,-29
Cc1ccc(S(=O)(=O)NCCCCCC(=O)Nc2nccs2)cc1,x,4,-1,-3,6,x,x,-20
O=C(O)c1ccc(Cn2cc(/C=C\[N+](=O)[O-])c3ccccc32)o1,-8,-1,-5,-4,2,x,2,-39
Cn1c(N)c(C(=O)Nc2ccc3ccccc3c2)sc1=S,-2,-4,x,-5,8,x,1,x
CCC(C)(C#CCN1CCCCC1)OC(C)=O (stereo not drawn),0,x,-6,x,x,0.7,x,-11
COc1ccc(C#Cc2ccc3c(c2)O[C@@H](CN(C)C(=O)c2ccccn2)[C@@H](C)CN([C@H](C)CO)S3(=O)=O)cc1,1,1,0,-1,-1,0.5,8[16.7 µM],-58
CC1(C)NC(=O)N(CC(=O)OCC(=O)c2ccc(F)cc2)C1=O,5,-1,2,4,4,x,-4,-27
CCN(CC)c1ccc(N=Cc2ccccc2[N+](=O)[O-])cc1,x,0,0,1,5,x,2,25
CSCCC(NC(=O)OC(C)(C)C)C(=O)NC(CC(C)C)C(N)=O (stereo not drawn),-10,-1,x,x,-4,x,2,x
CNc1ccccc1NC(=O)C1CCCN1C(=O)OCc1ccccc1 (stereo not drawn),x,2,1,-6,-3,x,x,-8
CCCC12CN3CC(C)(CN(C1)C3c1ccc(OC)cc1)C2=O (stereo not drawn),-18,-3,x,-1,0,x,3,x
CCN1C(=O)N[C@@H](c2ccc(Br)cc2)C(C(=O)OC)=C1C,-11,-6,1,6,-8,-0.2,0,-13
O=C(C[C@@H]1CC[C@H]2[C@@H](COC[C@@H](O)CN2C(=O)Nc2ccccc2)O1)NCCc1ccncc1,1,-1,1,0,3,0.0,5[16.7 µM],-6
N#CCSc1nnc(SCC#N)s1,2,x,-3,x,x,3.9,x,-29
C[C@@H]1CN([C@H](C)CO)C(=O)Cc2cc(NC(=O)Nc3ccc(F)cc3)ccc2O[C@H]1CN(C)Cc1ccc(C(=O)Nc2ccccc2N)cc1,7,x,-1,x,x,0.5,x,-25
COc1nonc1NC(=O)CSc1nc2ccccc2[nH]1,2,-2,x,-1,-10,x,4,x
Nc1c(N)c2ccccc2oc1=O,-1,2,x,2,-2,x,1,x
C[C@H]1CN([C@@H](C)CO)S(=O)(=O)c2ccc(-c3cncnc3)cc2O[C@@H]1CN(C)C(=O)Cc1cccnc1,18,-1,-3,-1,1,-0.2,1[16.7 µM],20
CCOc1ccc(Nc2ccc(S(=O)(=O)N3CCN(C)CC3)cc2[N+](=O)[O-])cc1OCC,6,1,3,-10,-15,-0.1,-6,9
C[C@H]1CN([C@@H](C)CO)C(=O)c2cccc(NC(=O)c3ccncc3)c2O[C@H]1CN(C)C(=O)NC1CCCCC1,-4,0,3,1,-5,x,-11[16.7 µM],7
COc1cccc(CN2CCN(C(=O)c3cc(-c4cccnc4)nc4ccc(C)cc34)CC2)c1,-4,x,-2,x,x,3.1,x,-7
O=C(Nc1ccc(Cc2ccncc2)cc1)C1CC1,-1,-1,0,1,3,x,6,3
Cc1ccc(C(=O)Cn2c(=N)n(N)c3ccccc32)cc1,4,-1,5,2,3,x,0,-5
CC(/C=C/c1ccccc1)=N/NC(=O)c1nc2nc(C)cc(C)n2n1,x,4,0,-2,0,4.7,x,-3
O=C1CCC(C(=O)Nc2cc(C(F)(F)F)ccc2-n2cncn2)=NN1,-2,-7,-2,0,5,-0.1,3,-5
O=c1[nH]c(=S)[nH]c2c1C(c1ccc(Br)cc1)c1c([nH]c(=S)[nH]c1=O)O2,0,-1,10,15,56*,-1.6,-5,-1
CC1=C(C(=O)Nc2ccccc2F)C(c2ccsc2)C2=C(CC(c3ccccc3)CC2=O)N1 (stereo not drawn),0,-5,x,-11,-11,x,25,x
C[C@@H]1CCCCO[C@@H](CN(C)S(=O)(=O)c2ccc(F)cc2)[C@H](C)CN([C@@H](C)CO)C(=O)c2cc(NC(=O)NC3CCCCC3)ccc2O1,3,1,0,0,-8,0.1,-10[16.7 µM],-71
Cc1nc2ncnn2c(C)c1Cc1ccc(Cl)cc1F,3,-4,-1,x,-4,0.6,-2,-10

# (list continues)
SMILES,PGC1a acetyl inh,Cneo AK release,ERAP1 inh,PglD inh,RAD54 inh,E-sel inducer,miR-122 sensor,RAD52 anneal inh
CC(=O)C1=CCC(c2ccc(C)o2)N(S(=O)(=O)c2ccc(C)cc2)C1 (stereo not drawn),-12,-8,-1,1,-9,-1.5,6,-15
O=C(CSc1nnc(CNC(=O)c2cccs2)o1)Nc1ccccc1C(F)(F)F,-2,2,-6,2,7,x,-7,-11
Cc1ccc(N(CC(=O)Nc2ccc3c(c2)OCCO3)S(=O)(=O)c2c(C)n[nH]c2C)cc1,2,0,x,-5,-10,-1.7,1,x
CC(=O)c1cccc(NC(=O)CSCc2ccc(Br)cc2)c1,x,-2,x,-9,4,-0.8,37,x
COCCN(C(=O)Cc1ccc(S(=O)(=O)N2CCOCC2)s1)c1c(N)n(CC(C)C)c(=O)[nH]c1=O,7,0,4,0,-4,-0.3,-8,-55
CC1(C)CC(=O)C2=C(C1)Nc1ccccc1NC2c1ccc2c(c1)OCO2 (stereo not drawn),-1,1,x,1,-14,5.2,3,x

# Profiles, looked up by structure:
# COCCN(C(=O)Cc1ccc(S(=O)(=O)N2CCOCC2)s1)c1c(N)n(CC(C)C)c(=O)[nH]c1=O across the screens: PGC1a acetyl inh: 7; Cneo AK release: 0; ERAP1 inh: 4; PglD inh: 0; RAD54 inh: -4; E-sel inducer: -0.3; miR-122 sensor: -8; RAD52 anneal inh: -55
# Cc1ccc(N(CC(=O)Nc2ccc3c(c2)OCCO3)S(=O)(=O)c2c(C)n[nH]c2C)cc1 across the screens: PGC1a acetyl inh: 2; Cneo AK release: 0; ERAP1 inh: x; PglD inh: -5; RAD54 inh: -10; E-sel inducer: -1.7; miR-122 sensor: 1; RAD52 anneal inh: x
# CC(=O)C1=CCC(c2ccc(C)o2)N(S(=O)(=O)c2ccc(C)cc2)C1 (stereo not drawn) across the screens: PGC1a acetyl inh: -12; Cneo AK release: -8; ERAP1 inh: -1; PglD inh: 1; RAD54 inh: -9; E-sel inducer: -1.5; miR-122 sensor: 6; RAD52 anneal inh: -15

# An excerpt from above in order of molar mass, low to high:
SMILES,PGC1a acetyl inh,Cneo AK release,ERAP1 inh,PglD inh,RAD54 inh,E-sel inducer,miR-122 sensor,RAD52 anneal inh
Cc1c(C(=O)NCc2ccccc2)cnn1-c1ccccc1,-38,0,x,-2,-9,x,-2,x
CN1CC(=O)N(CC(=O)NCCc2ccc(F)cc2)c2ccccc2C1=O,-4,1,x,8,4,x,-5,x
COc1cccc(C(=O)Nc2ccc(S(=O)(=O)Nc3onc(C)c3C)cc2)c1,-4,-1,x,-2,-15,x,-4,x
COc1ccc(C#Cc2ccc3c(c2)O[C@@H](CN(C)C(=O)c2ccccn2)[C@@H](C)CN([C@H](C)CO)S3(=O)=O)cc1,1,1,0,-1,-1,0.5,8[16.7 µM],-58

# Screens from PubChem.
